Pol iota inh: qHTS for Inhibitors of Polymerase Iota. DNA polymerase iota (Homo sapiens), Q9UNA4. Pol iota fluorescent replication assay, 10 min. Potency, µM (top dose mostly 115 µM), for inactives: top-dose activity, negative = inhibition, usual class: inhibitors. hit rate 1% among 390,000; also: potency is read from the fitted curve at half-maximal effect
Target sequence (Q9UNA4 whole entry, looked up): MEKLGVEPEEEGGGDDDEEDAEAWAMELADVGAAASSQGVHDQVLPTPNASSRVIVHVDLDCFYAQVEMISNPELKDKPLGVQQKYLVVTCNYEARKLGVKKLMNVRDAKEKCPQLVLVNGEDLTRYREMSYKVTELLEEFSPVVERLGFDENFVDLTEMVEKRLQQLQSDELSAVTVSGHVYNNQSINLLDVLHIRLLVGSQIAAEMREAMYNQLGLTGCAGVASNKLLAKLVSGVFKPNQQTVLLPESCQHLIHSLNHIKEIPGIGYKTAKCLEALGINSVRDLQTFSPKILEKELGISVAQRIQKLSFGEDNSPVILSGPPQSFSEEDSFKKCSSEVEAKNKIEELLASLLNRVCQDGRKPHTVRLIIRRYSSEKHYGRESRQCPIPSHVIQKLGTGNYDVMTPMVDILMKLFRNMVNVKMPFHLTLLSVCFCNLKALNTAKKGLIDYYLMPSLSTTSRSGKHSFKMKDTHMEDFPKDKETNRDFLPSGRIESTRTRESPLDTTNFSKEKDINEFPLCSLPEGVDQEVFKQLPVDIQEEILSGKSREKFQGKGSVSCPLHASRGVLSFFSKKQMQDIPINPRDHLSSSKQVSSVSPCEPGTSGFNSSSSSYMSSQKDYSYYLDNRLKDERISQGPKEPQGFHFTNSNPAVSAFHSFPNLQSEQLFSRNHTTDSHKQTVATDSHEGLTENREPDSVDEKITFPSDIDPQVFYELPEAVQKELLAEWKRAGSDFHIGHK
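Pol iota at 10 nM preincubated 15 min with compounds at room temperature; reaction started with fluorescent substrate, 50 nM final. Fluorescence read kinetically at 0 and 10 min; buffer-only wells as negative control.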
APE1 inh: qHTS Assay for Inhibitors of the Human Apurinic/apyrimidinic Endonuclease 1 (APE1) | Potency, µM (doses to about 65.8 µM), without a hit: at the top dose activity change, negative = inhibition, usual class: inhibitors | DNA repair nuclease/redox regulator APEX1 (Homo sapiens), P27695 | hit rate 0.35% among 350,000 | recombinant APE1, TAMRA/BHQ-2 abasic DNA cleavage fluorescence;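 also: potency is read from the fitted curve at half-maximal effect; plate controls were vehicle for no effect and reference inhibitor for full effect; nearly all actives have a fitted effect of over 55% in size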
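Kinetic fluorescence read (525 ex/598 em nm, three reads 60 s apart) of AP-site incision; signal = third minus first read. Enzyme 0.75 nM, dual-labelled THF duplex 50 nM, compound preincubation 15 min RT.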
Pol eta inh: qHTS for Inhibitors of Polymerase Eta; hit rate 1.2% among 390,000; Potency, µM (titrated, usually from 114 µM), inactives show at the highest dose activity change, negative = inhibition, most hits filed as inhibitors; DNA polymerase eta (Homo sapiens), Q9Y253; recombinant Pol eta, fluorescent DNA replication assay; also: potency is read from the fitted curve at half-maximal effect; % is scaled to controls: 0 for no effect and ±100 for the full control effect
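Pol eta at 10 nM preincubated with compounds 15 min at room temperature; reaction started with fluorescent substrate (50 nM final) and read kinetically at 0 and 10 min.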
BLM helicase inh: qHTS Assay for Inhibitors of Bloom's syndrome helicase (BLM); AID 2528, 2010; hit rate 0.2% among 350,000; recombinant BLM DNA unwinding, fluorescence dequenching; RecQ-like DNA helicase BLM (Homo sapiens), P54132; Potency, µM (series often up to 56.1 µM), inactives show at the top dose activity change, negative = inhibition, most hits filed as inhibitors;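 also: potency is read from the fitted curve at half-maximal effect; plate controls were vehicle for no effect and no enzyme for full effect; nearly all actives have a fitted effect of over 35% in size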
LDHA inh: qHTS assay for inhibitors of human lactate dehydrogenase. L-lactate dehydrogenase A chain (Homo sapiens), P00338. purified LDHA, NADH/diaphorase-resazurin fluorescence; stronger effect = lower value. activity change, % (values are at about 110 or 230 µM). hit rate 0.15% among 480,000. AID 1347041, 2019; in the data active = activity change below about -30%; inconclusive = mostly about -25% to -30%;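 also: plate controls were DMSO wells for no effect and wells without enzyme for full effect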
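LDH5 2 nM; NADH 0.06 mM, pyruvate 0.2 mM; 200 mM Tris pH 7.4, EDTA, Tween-20; 5 min RT. Detection: diaphorase 0.133 mg/mL + resazurin 37 µM, fluorescence ex540/em590 at 0 and 20 min; normalized to enzyme-free and DMSO wells.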
Pol beta inh: qHTS Assay for Inhibitors of DNA Polymerase Beta | AID 485314, 2010 | Potency, µM (titrated, usually from 114 µM), without a hit: top-dose activity change, negative = inhibition, actives largely listed as inhibitors | hit rate 1.3% among 340,000 | Pol beta primer extension/strand displacement, fluorescence kinetic | P06746; also: potency is read from the fitted curve at half-maximal effect; % is scaled to controls: 0 for no effect and ±100 for the full control effect
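Curves were derived by four-parameter Hill fits of normalized qHTS data. The kinetic fluorescent primer-extension read was taken at 0 and 10 min after 50 nM substrate, following a 15 min room-temperature preincubation of 10 nM enzyme with compounds.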
Pol kappa inh: qHTS for Inhibitors of Polymerase Kappa. DNA polymerase kappa (Homo sapiens), Q9UBT6. purified Pol kappa, fluorescent DNA synthesis assay, 10 min. Potency, µM (titrated, usually from 107 µM), for inactives: at the highest dose activity, negative = inhibition, most hits filed as inhibitors. hit rate 0.53% among 400,000; also: potency is read from the fitted curve at half-maximal effect; % is scaled to controls: 0 for no effect and ±100 for the full control effect
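50 nM final substrate added after 15 min RT preincubation of 10 nM Pol kappa with compound; fluorescence read at 0 and 10 min.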
Anesthetic bind: qHTS Assay for Identification of Novel General Anesthetics; apoferritin/1-aminoanthracene competitive binding, fluorescence; Potency, µM (series often up to 77.5 µM), for inactives: at the top dose activity change, negative = displacement, usual class: inhibitors; Ferritin light chain (Equus caballus), P02791; hit rate 0.074% among 350,000; AID 485281, 2010; also: potency is read from the fitted curve at half-maximal effect; % is scaled to controls: 0 for no effect and ±100 for the full control effect; nearly all actives have a fitted effect of over 20% in size
Target sequence (P02791 2-175 limits assumed): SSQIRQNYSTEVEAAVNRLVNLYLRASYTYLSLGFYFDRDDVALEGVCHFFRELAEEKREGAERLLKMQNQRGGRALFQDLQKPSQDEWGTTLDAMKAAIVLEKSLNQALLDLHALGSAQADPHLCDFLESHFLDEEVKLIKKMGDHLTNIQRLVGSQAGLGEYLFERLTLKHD
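Probe: 1-aminoanthracene (50% saturated, PBS). Protein: horse-spleen apoferritin, 10 uM. Incubation: 10 min, room temperature. Detection: 380 nm excitation, 535 nm emission. Analysis: normalized response, four-parameter Hill.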
Glioma ERSR ind: qHTS for Inducers of the Endoplasmic Reticulum Stress Response (ERSR) in Human Glioma: qHTS; Potency, µM, for inactives: at the top dose activation, actives largely listed as activators; U87-MG GRP78 promoter luciferase reporter, 16 h; hit rate 0.02% among 420,000; also: potency is read from the fitted curve at half-maximal effect; series mostly up to about 76 µM; % of control where 0% means no effect; nearly all actives have a fitted effect of over 35% in size
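Stably transfected U87-MG glioma cells carrying a GRP78-based luciferase sensor; 16 h compound incubation. Luminescence end-point read 10 min after Bright-Glo addition at room temperature.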
* marks the source's active call; other numbers are inactive results; u = inconclusive; x = no result given; & = joins results of further samples; [ ] = remark or other dose. Unless noted, calls follow the shape of the dose curve; as a rule, active = well fitted curve in the direction sought with a large enough effect; inconclusive = small, poorly fitted or top-dose-only effect, or another doubt; inactive = no such curve, though single readings can be large; an effect the other way counts as inactive or inconclusive. The list is partial; the hit share may differ from the screen's.

1: CCOC(=O)c1ccc(NC(=O)CSc2nc(C)c(Cc3ccccc3)c(=O)[nH]2)cc1
2: CN(C)c1nc(SCC(=O)Nc2ccccc2)nc(N2CCOCC2)n1
3: COc1ccc(N=Cc2c(O)c3ccccc3oc2=O)cc1
4: CC(C)(C)OC(=O)C[C@H]1C/C=C\C[C@H](CC(=O)NCCO)C(=O)N2CCC[C@@H]2COC1=O
5: O=C(NCCc1ccccc1)c1ccc(CS(=O)Cc2cccc(Cl)c2)o1 (stereo unspecified)
6: COc1ccccc1NC(=O)COc1ccc(C(=O)OCC(=O)NC(C)(C)C)cc1OC
7: COc1ccc(C)cc1NC(=O)Nn1cnnc1
8: Cc1nc2c(Br)c3nc(C(F)(F)F)[nH]c3c(Br)c2[nH]1
compound no.	1	2	3	4	5	6	7	8
Pol iota inh	10%	62%[activator]	-13%	36%[activator]	16%	55%[activator]	9%	4%
APE1 inh	x	-10%	-3%	47%[activator]	-6%	-9%	-2%	-5%
Pol eta inh	x	-6%	-5%	-10%	-6%	-19%	-5%	u
BLM helicase inh	-4%	-7%	-6%	x	0%	-5%	0%	-11%
LDHA inh	-17	-6	1	-2	-5	-4	1	13
Pol beta inh	7%	2%	u	x	13%	-4%	20%	23%
Pol kappa inh	-6%	-10%	-5%[60.1 µM]	12%	-7%	-14%	-13%	-14%
Anesthetic bind	-10%	-12%	4%	x	2%	-7%	-8%	-12%
Glioma ERSR ind	x	-4%	7%	-4%	-1%	2%	-2%	-6%

9: Cc1c(C(=O)Nc2nnc(SCc3ccccc3Cl)s2)cccc1[N+](=O)[O-]
10: Cc1ccc(CNc2ccc(S(=O)(=O)N3CCOCC3)cc2[N+](=O)[O-])cc1
11: CN(C)/C=C/C(=O)/C=C/c1ccc(Cl)cc1
12: CCOc1ccc(CCNC(=O)CCCc2nnc3n(CCCOC)c(=O)c4sccc4n23)cc1
13: O=C(CSc1nc2ccc(NC(=O)CSc3nnnn3-c3ccccc3)cc2s1)Nc1ccccc1
14: Cc1ccc(NC(=O)NCC(c2ccccc2)N(C)C)cc1 (stereo unspecified)
15: CCn1ncc(Br)c1C(=O)Nc1nccs1
16: Cc1cc[n+](CC(=O)Nc2cc(C(F)(F)F)ccc2Cl)cc1
compound no.	9	10	11	12	13	14	15	16
Pol iota inh	12%	10%	35%[activator]	30%	-27%	10%	-2%	36%[activator]
APE1 inh	2%	-8%	2%	x	-3%	32%	-1%	0%
Pol eta inh	0%	-16%	0%	-13%	18%	-4%	-3%	2%
BLM helicase inh	3%	-5%	2%	3%	-9%	0%	-2%	2%
LDHA inh	-4	-7	-9	-4	-9	-11	2	-5
Pol beta inh	9%	6%	-16%	5%	-23%	19%	2%	15%
Pol kappa inh	-3%	-13%	-16%	0%	1%	3%	-10%	-7%
Anesthetic bind	-6%	-18%	-19%	-13%	8%	4%	-7%	-10%
Glioma ERSR ind	-5%	-3%	3%	-3%	-3%	0%	-1%	-2%

17: CCOc1ccc(S(=O)(=O)N2CCOCC2)cc1NC(=O)CN1C(=O)NC2(CCCCC2)C1=O
18: O=c1[nH]c(/C=C/c2ccc(OC(F)F)cc2)nc2c1cnn2-c1ccccc1
19: O=C(COC(=O)c1ccc[nH]c1=O)NC1CCCc2ccccc21 (stereo unspecified)
20: CCOC(=O)c1cnn(Cc2ccccc2)c1N
21: Cc1cccc(N2CCN(S(=O)(=O)c3csc(C(N)=O)c3)CC2)c1C
22: CC(=O)Nc1cccc(OCCOc2cccc([N+](=O)[O-])c2)c1
23: OC(c1ccccc1)c1nccn1Cc1ccccc1 (stereo unspecified)
24: Oc1ccccc1CNc1ccc(OC(F)(F)F)cc1
compound no.	17	18	19	20	21	22	23	24
Pol iota inh	16%	70%[activator]	5%	17%	5%	-6%	12%	67%[activator]
APE1 inh	25%	-3%	0%	-6%	x	x	8%	-10%
Pol eta inh	2%	-9%	-11%	-8%	-5%	-12%	-14%	-14%
BLM helicase inh	x	0%	-2%	7%	-12%	x	-3%	-13%
LDHA inh	4	-4	-3	-2	3	-16	-10	-2
Pol beta inh	x	1%	3%	4%	10%	x	10%	1%
Pol kappa inh	0%	1%	-10%	7%	-2%	-6%	-4%	-11%
Anesthetic bind	x	-5%	7%	7%	-12%	x	-15%	u
Glioma ERSR ind	0%	-6%	-3%	-3%	-3%	6%	-3%	3%

25: O=C(Cc1cccc2ccccc12)N1CC[C@@]2(O)CCCC[C@H]2C1
26: Cc1nnc(SCC(=O)NC2CCCC(C)C2C)n1N (stereo unspecified)
27: COc1cc(C(=O)NC(=S)NCc2ccco2)cc(OC)c1OC
28: COC(=O)c1cc(S(=O)(=O)NCC2CCN(Cc3ccccc3F)CC2)c[nH]1
29: O=C(O)c1cccc(Cn2cc(Br)cn2)c1
30: COc1ccccc1-c1cc2nc(C)c(CCC(=O)NCCc3cccc(C)c3)c(C)n2n1
31: CC1=NNC(=O)C1CC(=O)N/N=C(\C)c1ccco1 (stereo unspecified)
32: Cc1cccn2c(=O)c(/C=C(\C#N)C(=O)NC3CCS(=O)(=O)C3)c(Oc3ccc(F)cc3)nc12 (stereo unspecified)
compound no.	25	26	27	28	29	30	31	32
Pol iota inh	50%[activator]	68%[activator]	26%	16%&-4%	43%[activator]	9%	54%[activator]	36%[activator]
APE1 inh	-5%	-2%	-2%	10%	-1%	x	-2%	14%
Pol eta inh	-4%	1%	-2%	-2%&-1%	1%	-17%	-18%	-25%
BLM helicase inh	-9%	x	0%	0%&1%	0%	-3%	-2%	-9%
LDHA inh	-3	-7	4	-7&-6&-8	-6	-2	-8	-1
Pol beta inh	33%	x	2%	4%&6%	-15%	u	1%	30%
Pol kappa inh	4%	-6%	-16%	-1%&4%	-7%	-18%	0%	-10%
Anesthetic bind	-10%	x	-14%	-5%&-8%	-14%	32%[activator]	-2%	-19%
Glioma ERSR ind	-1%	-3%	-2%	0%&0%	0%	-5%	-6%	-5%

33: Cc1ccc(NC2=Nc3ccccc3CS2)cc1
34: Fc1ccc(-c2[nH]ncc2CN2CCN(c3ccc(F)cc3)CC2)cc1
35: Nc1ccccc1C(=O)NCCCN1CCOCC1
36: O=C(c1cccs1)N1CCN=C1SCc1cccc(F)c1
37: CCC(Sc1nnc(-c2ccc(F)cc2)c(-c2ccc(F)cc2)n1)C(=O)NC1CCCC1 (stereo unspecified)
38: O=C(NCCCc1ccncc1)C1CCC(=O)N(Cc2ccc(Cl)cc2)C1 (stereo unspecified)
39: O=c1c(O)cc(C2Oc3cc(O)cc(O)c3CC2O)cc2c(C3Oc4cc(O)cc(O)c4CC3O)cc(O)c(O)c12 (stereo unspecified)
40: CC(C)(C)NC(=O)C1CCN(C(=O)c2ccc(-c3ccccc3)cc2)CC1
compound no.	33	34	35	36	37	38	39	40
Pol iota inh	4%	42%[activator]	170%[activator]	-15%	11%	11%	x	-8%
APE1 inh	-4%	-7%	8%	-4%	x	-9%	0.5µM*	-6%
Pol eta inh	-20%	-28%	1%	-8%	-6%	-3%	x	-10%
BLM helicase inh	0%	-6%	6%	-2%	-1%	0%	28µM*	-1%
LDHA inh	-4	-5	-8	-8	3	-9	x	-6
Pol beta inh	-1%	35%	-2%	1%	0%	59%	x	-20%
Pol kappa inh	-4%	-2%	-7%	3%	-3%[60.1 µM]	-14%	0.71µM*	5%
Anesthetic bind	-19%	-8%	4%	0%	-23%	-4%	-15%	0%
Glioma ERSR ind	-13%	-2%	2%	-4%	-1%	-3%	-7%	-2%

41: COc1ccc(-c2nc3ccccn3c2NC2CCCCC2)cc1SC1CCCCC1
42: Cc1ccsc1CN(C)C(=O)CN1C(=O)NC2(CCCc3ccccc32)C1=O (stereo unspecified)
43: CC(Sc1nnc(C(F)(F)F)n1C)C(=O)NC(N)=O (stereo unspecified)
44: O=C(NN1C(=O)c2ccccc2NC1c1ccccn1)c1ccccc1 (stereo unspecified)
compound no.	41	42	43	44
Pol iota inh	u	11%	-6%	-20%
APE1 inh	2%	-8%	-1%	2%
Pol eta inh	-27%	0%	-13%	-6%
BLM helicase inh	x	x	-1%	5%
LDHA inh	0	-2	-3	0
Pol beta inh	x	x	48%	1%
Pol kappa inh	-9%	5%	1%	-8%
Anesthetic bind	x	x	-7%	42%[activator]
Glioma ERSR ind	-4%	4%	-1%	-1%

3 records picked at random from those above:
43: CC(Sc1nnc(C(F)(F)F)n1C)C(=O)NC(N)=O (stereo unspecified)
42: Cc1ccsc1CN(C)C(=O)CN1C(=O)NC2(CCCc3ccccc32)C1=O (stereo unspecified)
44: O=C(NN1C(=O)c2ccccc2NC1c1ccccn1)c1ccccc1 (stereo unspecified)
compound no.	43	42	44
Pol iota inh	-6%	11%	-20%
APE1 inh	-1%	-8%	2%
Pol eta inh	-13%	0%	-6%
BLM helicase inh	-1%	x	5%
LDHA inh	-3	-2	0
Pol beta inh	48%	x	1%
Pol kappa inh	1%	5%	-8%
Anesthetic bind	-7%	x	42%[activator]
Glioma ERSR ind	-1%	4%	-1%

Screens (PubChem)
